Screening results deposited in PubChem BioAssay by several laboratories.
PTK2B oligo ant: antagonists of Pyk2 self-association, primary screen, Q293 cells, FERM NanoBiT luminescence, HTS; z-score (the deposit names both 25 µM and 10 µM); 0.83% of 99,000 active; Protein-tyrosine kinase 2-beta (Homo sapiens), Q14289; hits give low values; AID 1347419, 2020;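 active = Z-score of -3 or lower, scaled per plate to the spread of control and sample wells; inactive = z-score above -3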;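 also: negative z-score means lost luminescence so less FERM oligomerization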
E coli WT exp: growth inhibitors of wild-type E. coli, primary screen, strain BW25113, expanded library, OD600. OD600 absorbance. growth inhibition, % at 100 µM. 0.15% of 98,000 active. AID 710, 2007;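 active = growth inhibition above about 50% at one test dose, limit read from the data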;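 also: growth measured after 20 h incubation at 37 °C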
CYP2C9 act: human CYP2C9 activators, primary screen, biochemical, luminescence; 1.4% of 96,000 active; activation factor at 5 µM; recombinant CYP2C9, luciferin-H conversion; hits give high values; factor 1 = untreated enzyme, 0 = blocked; AID 1024, 2008; Cytochrome P450 2C9 (Homo sapiens), P11712;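 active = activation factor of 2 or more for CYP2C9 at a 5 µM dose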;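 also: 0 = sulfaphenazole-blocked wells and 1 = vehicle-only wells; values of inactives mirror those of a sister screen read the other way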
Target sequence (P11712 whole entry, looked up): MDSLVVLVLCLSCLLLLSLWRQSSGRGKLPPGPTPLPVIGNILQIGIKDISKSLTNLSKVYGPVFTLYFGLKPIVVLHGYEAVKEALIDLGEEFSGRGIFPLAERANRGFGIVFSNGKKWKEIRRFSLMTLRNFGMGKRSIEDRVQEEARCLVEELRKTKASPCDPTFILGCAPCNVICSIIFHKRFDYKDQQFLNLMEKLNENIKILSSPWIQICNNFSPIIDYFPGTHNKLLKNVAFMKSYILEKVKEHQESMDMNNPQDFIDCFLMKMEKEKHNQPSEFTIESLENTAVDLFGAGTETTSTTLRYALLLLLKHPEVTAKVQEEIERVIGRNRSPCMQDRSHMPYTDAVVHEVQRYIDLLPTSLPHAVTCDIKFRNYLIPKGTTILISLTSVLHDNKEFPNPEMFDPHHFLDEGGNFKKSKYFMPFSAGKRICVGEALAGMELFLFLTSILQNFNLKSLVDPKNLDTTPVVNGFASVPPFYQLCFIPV
PTPN22 inh 2: PTPN22 phosphatase inhibitors, primary screen, biochemical, DiFMUP fluorescence, 2 µM; Tyrosine-protein phosphatase non-receptor type 22 (Homo sapiens), Q9Y2R2; 0.21% of 96,000 active; inhibition, % at 2 µM; AID 640, 2007; recombinant LYP catalytic domain;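 active = inhibition at 2 µM at or above a set limit, the screen mean plus 3 SD, cut at about 24% in these data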;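 also: 0% = DMSO with enzyme and 100% = enzyme fully blocked by orthovanadate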
CYP2C9 inhib: blockers of cytochrome P450 2C9 activity – biochemical, luminescence, ADME assay, primary screen; P11712; CYP2C9 Supersomes, luciferin-H conversion; inhibition, % at 5 µM; 20% of 96,000 active; AID 777, 2007;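 active = blocking of liver enzyme CYP2C9 beyond about 50% at 5 µM, limit read from the data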; also: values of inactives mirror those of a sister screen read the other way
PostGolgi yeast: phenotypic screen on post-Golgi transport, primary screen; 0.9% of 98,000 active; inhibition, % at 10 µM; post-Golgi transport phenotypic cell assay;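 also: yeast cells grown in 1536-well plates; yeast grown about 18 h at 30C before absorbance read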
hDAT+cocaine: changed hDAT dopamine uptake under cocaine IC80, either direction, primary screen, cocaine antagonist project, cell-based, LLC-PK1 hDAT, [14C]-dopamine uptake, MLSMR; 1.3% of 110,000 active; AID 449768, 2010; B-score at 10 µM; LLC-PK1 hDAT cells, [14C]-dopamine uptake with cocaine IC80; actives deviate in either direction; Sodium-dependent dopamine transporter (Homo sapiens), Q01959;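 active = Z score or B-score, a plate-position-corrected score, falls beyond the plate's 99.7% confidence bounds, in either direction; inactive = both scores lie inside the 99.7% bounds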;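 also: scored against the spread of the other compound wells on the same plate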
LYP act: LYP phosphatase activators, primary screen, biochemical, DiFMUP fluorescence, 2 µM | Tyrosine-protein phosphatase non-receptor type 22 (Homo sapiens), Q9Y2R2 | recombinant LYP; 0 = plate median, 100 = signal doubled | activation, % at 2 µM | 0.11% of 96,000 active | AID 697, 2007;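 active = activation at 2 µM above a set limit, the mean plus 5 SD, cut at about 37% in these data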
PostGolgi ctrl: growth inhibition of yeast control strain, primary screen, counter-screen for post-Golgi transport modulator project | efflux-deficient yeast background strain, growth absorbance A615, 16 h | inhibition, % at 10 µM | 5% of 98,000 active | AID 738, 2007
An asterisk follows results filed as active; . = not tested or not shown. Rule as the data show it, unless noted: active = inhibition above about 30%; inactive = the rest. Rows are unselected (roughly 24% active in at least one column).

Structure	PostGolgi ctrl	hDAT+cocaine	E coli WT exp	PTK2B oligo ant	PTPN22 inh 2	CYP2C9 inhib	CYP2C9 act	LYP act	PostGolgi yeast
O=C(CC(=O)NC1CCCCC1)N/N=C/c1cccc2ccccc12	12.4	-0.308	1.0	0.94	12.5	-2.3	1	-9.7	-4.2
Cc1nn(-c2ccccc2)c(C)c1C(=O)OCC(=O)c1c(N)n(CC(C)C)c(=O)n(C)c1=O	8.4	-0.0069	-10.0	-2.36	.	61.3*	0.4	.	-3.8
Cc1csc(=N)n1CC(=O)N1CCc2ccccc21	-3.5	-0.412	5.0	-0.46	-7.1	-50.0	1.5	4.6	-2.4
Cc1ccc([N+](=O)[O-])cc1-c1ccc2cccc(C)c2n1	2.0	0.157	-7.0	-0.15	8.2	-4.9	1	-5.2	-8.5
CC(=O)Nc1c(O)nc(SCC(=O)Nc2cccc(C)c2)[nH]c1=O	8.9	0.0955	2.0	-0.38	-7.3	6.4	0.9	6.7	22.2
CCCCOc1ccc(-n2nc(C)cc2C)nn1	-1.2	0.157	0.0	0.89	-3.6	-6.3	1.1	7.6	2.1
NC(=O)c1ccsc1NC(=O)CSc1nnc(C2CC2)n1Cc1ccccc1	4.9	-0.0251	3.0	0.81	-3.5	26.8	0.7	7.0	-2.5
COCCCn1c(-c2ccco2)nc2ccccc2c1=O	23.8	0.11	1.0	-0.11	-14.4	23.6	0.8	11.9	-1.3
COc1cccc(N2C(=O)CC(N3CCc4ccccc43)C2=O)c1 (centres undefined)	5.9	.	6.0	-0.85	-1.0	-43.0	1.4	0.9	12.9
COc1cccc(-c2nc(N3CCCCC3C)c3ccccc3n2)c1O (centres undefined)	75.2*	0.00602	-16.0	-1.22	-4.6	84.2*	0.2	2.3	18.3
Cc1nn2c(c1-c1ccc(Cl)cc1)N=C(c1ccco1)CC2c1ccccc1 (centres undefined)	34.8*	0.301	-7.0	-0.35	13.1	72.6*	0.3	-9.4	23.4
NC(=O)c1c(-c2ccccc2)oc2ccc(O)cc12	-5.3	1.08	19.0	0.27	8.0	-114.9	2.1*	-2.1	-7.6

More results.
Structure	PostGolgi ctrl	hDAT+cocaine	E coli WT exp	PTK2B oligo ant	PTPN22 inh 2	CYP2C9 inhib	CYP2C9 act	LYP act	PostGolgi yeast
CC1CCN(C2=NC(=O)/C(=C/c3cn(-c4ccccc4)nc3-c3cccc(S(=O)(=O)N(C)C)c3)S2)CC1	5.9	2.63	-6.0	-2.26	8.8	55.8*	0.4	-11.1	16.9
CC(C)(Oc1ccc(Cl)cc1)C(=O)Nc1ncccn1	9.5	-0.0622	-3.0	2.51	-0.8	-4.6	1	-1.5	-14.1
O=C(O)c1cc(-c2cccs2)nc2cc3c(cc12)OCCO3	18.9	-1.17	-1.0	.	.	1.8	1	.	-0.8
CCOc1ccc(Cl)cc1CN1CCOCC1	13.1	-0.0607	12.0	-0.49	9.7	22.5	0.8	-7.8	-7.2
O=[N+]([O-])c1ccccc1S(=O)(=O)NCCC1=CCCCC1	22.9	.	15.0	0.2	-1.6	6.6	0.9	1.3	-1.0
C=CCNC(=O)c1ccc(N(CC=C)S(C)(=O)=O)cc1	.	0.506	.	0.11	-0.2	.	.	-0.2	.
COc1ccc(C)cc1NC(=O)c1cnc2n(c1=O)CCS2	.	-0.903	.	-0.24	-24.5	.	.	25.6	.
COCCOC(=O)C1=C(C)OC(N)=C(C#N)C1c1ccco1 (centres undefined)	5.8	-0.417	2.0	0.59	11.0	.	.	-7.9	1.2
CC1CC(C)CN(C(=O)Cn2c(=O)n(CCCCC(=O)NCc3ccco3)c(=O)c3ccccc32)C1 (centres undefined)	0.3	-0.943	1.0	-0.19	-0.7	79.1*	0.2	-1.8	12.8
CCOc1ccc(NCCC#N)cc1	12.9	1.04	4.0	-0.21	10.1	-13.5	1.1	-7.8	8.5
CCOC(=O)COn1c(=O)c(C)[n+]([O-])c2ccccc21	0.4	-0.00681	2.0	-1.03	2.1	10.1	0.9	-1.1	5.3
O=C(NCCN1CCCCCC1)C1CC(=O)N(CCc2ccccc2)C1 (centres undefined)	-2.0	-0.225	3.0	1.59	-0.2	4.2	1	-1.5	-9.9

The closing two entries of the part before open the next one:
Structure	PostGolgi ctrl	hDAT+cocaine	E coli WT exp	PTK2B oligo ant	PTPN22 inh 2	CYP2C9 inhib	CYP2C9 act	LYP act	PostGolgi yeast
CCOC(=O)COn1c(=O)c(C)[n+]([O-])c2ccccc21	0.4	-0.00681	2.0	-1.03	2.1	10.1	0.9	-1.1	5.3
O=C(NCCN1CCCCCC1)C1CC(=O)N(CCc2ccccc2)C1 (centres undefined)	-2.0	-0.225	3.0	1.59	-0.2	4.2	1	-1.5	-9.9
Cc1nnc(NC(=O)C2CCCN(S(=O)(=O)Cc3ccccc3)C2)s1 (centres undefined)	-4.0	-0.00841	1.0	0.54	-0.7	10.9	0.9	2.4	3.6
O=C(Nc1cccc(-c2cn3ccccc3n2)c1)c1cnccn1	10.8	1.39	-4.0	-0.4	-14.1	.	.	10.7	3.7
C=CCn1c(COc2cccc3ccc(C)nc23)nnc1SCC(N)=O	3.8	0.883	3.0	-0.05	8.9	-13.8	1.1	-5.5	-4.3
O=C(c1ccccc1F)N(Cc1ccc2c(c1)OCO2)Cc1cc2cc3c(cc2n2nnnc12)OCO3	20.7	0.885	-7.0	-2.62	7.1	50.3*	0.5	-5.8	-1.3
N#C/C(=C(/O)CN1CCOCC1)c1nc(-c2ccccc2)cs1	0.5	1.09	-5.0	0.09	.	-5.0	1.1	.	-9.9
Cc1ccc(N2CCN(c3ccc(C)cc3)C(CC(=O)O)C2=O)cc1 (centres undefined)	4.8	0.0312	6.0	0.45	-0.3	6.7	0.9	-3.0	-9.1
CCCn1c(C(O)c2cc(OC)ccc2OC)nc2ccccc21 (centres undefined)	17.6	-0.697	-4.0	-2.28	6.7	57.7*	0.4	-7.8	-2.5
O=C(NC1=NCCS1)c1ccc(Br)s1	3.8	0.641	-10.0	0.31	-1.3	-1.3	1	1.0	-9.6
O=C(CSc1n[nH]c(-c2ccccc2O)n1)N1CCCc2ccccc21	15.6	-0.302	5.0	-0.99	2.9	85.9*	0.1	-3.6	2.8
COc1ccc(C(=S)NC2CCCCC2)cc1	5.7	-0.377	4.0	-0.8	-0.2	7.7	0.9	3.9	-7.2
CC(C)Cc1nc2oc3c(N4CCN(C)CC4)ncnc3c2c2c1CCCC2	1.7	.	-3.0	.	5.0	6.5	0.9	-5.3	-8.3
O=C1c2ccccc2C(=O)N1CCc1nc2ccccc2c(=O)n1Cc1ccco1	6.3	0.314	-8.0	-0.4	0.5	80.2*	0.2	-3.7	1.1

Next results follow:
Structure	PostGolgi ctrl	hDAT+cocaine	E coli WT exp	PTK2B oligo ant	PTPN22 inh 2	CYP2C9 inhib	CYP2C9 act	LYP act	PostGolgi yeast
CCCc1cc(=O)[nH]c(SCC(=O)NC(=O)OCC)n1	-3.8	0.591	9.0	0.75	0.8	-0.4	1	-1.0	-3.1
CN(Cc1nc(-c2cccnc2)no1)S(=O)(=O)c1ccccc1	1.4	0.0198	5.0	0.57	-9.1	14.9	0.9	7.3	-17.9
CCOC(=O)CCCNC(=O)CN1C(=O)NC(CCc2ccccc2)C1=O (centres undefined)	6.4	0.948	2.0	0.33	-9.1	-3.9	1	9.0	-1.2
O=C(NC1CCCCC1)C1CCN(S(=O)(=O)c2cccc3nsnc23)CC1	-0.4	0.157	-2.0	0.92	7.5	-13.6	1.1	-5.5	-9.1
CN1C(=O)C2(c3ccccc31)N(C)CC(c1ccccc1)C21SC(=S)N(Cc2ccco2)C1=O (centres undefined)	12.8	-0.143	-1.0	-1.24	11.6	3.7	1	-9.2	-8.1
COCCNc1ncnc2c1cnn2Cc1ccc(Cl)cc1	19.2	0.0499	-2.0	1.17	-3.6	-15.4	1.2	6.4	0.2
O=C(NCc1ccccc1)c1cc(-c2ccco2)on1	1.1	-0.421	-6.0	-0.15	-1.3	-51.7	1.5	0.2	-9.3
Cc1ccc(-n2c(=O)[nH]cc(C(=O)Nc3ccc4c(c3)OCCO4)c2=O)cc1C	4.8	-0.0706	-6.0	-2.31	-8.9	12.0	0.9	9.0	0.5
COc1ccc(CNC(=O)COC(=O)c2cnccn2)cc1	5.8	0.57	3.0	0.37	-0.7	20.6	0.8	2.6	0.7
CN(C)S(=O)(=O)c1cccc2nsnc12	-2.1	-2.04*	-2.0	0.61	3.6	11.6	0.9	-3.1	-1.3
CCOCCCNC(=O)N[C@@H](Cc1ccccc1)C(=O)OC	2.0	-0.465	-5.0	0.09	-1.9	-16.7	1.2	-0.9	-2.0
CCOC(=O)C1(Cc2ccc(O)cc2)NC(c2ccco2)C2C(=O)N(c3ccccc3F)C(=O)C21 (centres undefined)	7.6	-0.969	-4.0	0.29	.	14.4	0.9	.	-1.6

(list continues)
Structure	PostGolgi ctrl	hDAT+cocaine	E coli WT exp	PTK2B oligo ant	PTPN22 inh 2	CYP2C9 inhib	CYP2C9 act	LYP act	PostGolgi yeast
O=C(O)c1ccccc1C1=Nc2ccc(O)cc2Oc2cc(O)ccc21	4.7	-0.912	-5.0	0.49	9.3	16.4	0.8	-11.7	-5.5
COC(=O)c1c(CSc2cccc(C)c2)noc1C(=O)NCc1ccco1	7.6	-0.237	-5.0	.	5.7	77.8*	0.2	-1.9	12.9
Cc1oc(-c2ccc(Cl)cc2)nc1CN1CCCC(C(=O)NCCCN2CCOCC2)C1 (centres undefined)	1.6	.	0.0	1.13	3.1	23.5	0.8	-4.2	-2.6
CC(C)N(C(=O)CSc1nnc(CNc2ccc(F)cc2)o1)C(C)C	.	0.486	.	-0.39	0.5	.	.	-1.0	.
CCn1cc(C(=O)O)c(=O)c2cc(S(=O)(=O)N(C)C)ccc21	8.9	-0.197	-1.0	1.05	2.1	.	.	-4.7	-5.0
O=C(CCCN1C(=O)CCC1=O)Nc1ccc2c(c1)OCCO2	-3.8	-0.652	-2.0	0.03	-2.0	15.8	0.8	3.7	6.2
O=S1(=O)CC/C(=N\O)c2ccccc21	.	0.674	.	0.03	-14.6	.	.	12.6	.
